# Apaf1 inhib = blocks human Apaf-1 apoptosome activity | reconstituted apoptosome caspase-3 activity, DEVD-Rh110 fluorescence | AID 489030 | inhibition, % at 20 µM | 330,000 tested, 0.71% active; active means inhibition of at least 40% at 20 µM;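 further: plate controls were DMSO wells for no effect and DEVD-CHO caspase inhibitor wells for full effect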
#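 System: reconstituted apoptosome with Apaf-1, cytochrome c, caspase-9, procaspase-3, dATP; Signal: Rh110 fluorescence intensity; Schedule: 30 min compound preincubation, 50 min activation, room temperature; Reagent: cytochrome c trigger plus (Z-DEVD)2-Rh110 caspase-3 substrate.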
# SENP6 inh = SENP6 protease inhibition; inhibition, % at 10 µM; Recombinant SENP6 catalytic domain, aminoluciferin luminescence; 330,000 tested, 1.8% active; AID 2599; Q9GZR1;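 active means inhibition above about 50% at the single tested dose, limit read from the data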;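 further: plate controls were DMSO wells with enzyme for no effect and DMSO wells lacking enzyme for full effect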
# SENP8 block-1 = blocks the human protease SENP8; Q96LD8; purified SENP8, Z-RLRGG-aminoluciferin cleavage, luminescence; inhibition, % at 10 µM; 330,000 tested, 1.2% active; AID 2540; in the data active means inhibition above about 50%
# SENP7 block = SENP7 protease inhibition. Q9BQF6. recombinant SENP7, Z-RLRGG-aminoluciferin luminescence, 40 min. inhibition, % at 5 µM. 330,000 tested, 1.5% active. AID 434973;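 active means inhibition above about 50% at the single test dose, limit read from the data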;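 further: plate controls were DMSO with enzyme for no effect and no enzyme buffer wells for full effect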
# HKDC1 inhibitor = inhibitors of human hexokinase HKDC1 | Q2TB90 | recombinant HKDC1, G6PDH/diaphorase resazurin coupled fluorescence | inhibition, % at 20 µM | 340,000 tested, 0.16% active | AID 493160;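 active means inhibition above about 35% when tested at 20 µM, limit read from the data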;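 further: plate controls were DMSO wells with enzyme for no effect and DMSO wells lacking enzyme for full effect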
# Target sequence (Q2TB90 whole entry, looked up): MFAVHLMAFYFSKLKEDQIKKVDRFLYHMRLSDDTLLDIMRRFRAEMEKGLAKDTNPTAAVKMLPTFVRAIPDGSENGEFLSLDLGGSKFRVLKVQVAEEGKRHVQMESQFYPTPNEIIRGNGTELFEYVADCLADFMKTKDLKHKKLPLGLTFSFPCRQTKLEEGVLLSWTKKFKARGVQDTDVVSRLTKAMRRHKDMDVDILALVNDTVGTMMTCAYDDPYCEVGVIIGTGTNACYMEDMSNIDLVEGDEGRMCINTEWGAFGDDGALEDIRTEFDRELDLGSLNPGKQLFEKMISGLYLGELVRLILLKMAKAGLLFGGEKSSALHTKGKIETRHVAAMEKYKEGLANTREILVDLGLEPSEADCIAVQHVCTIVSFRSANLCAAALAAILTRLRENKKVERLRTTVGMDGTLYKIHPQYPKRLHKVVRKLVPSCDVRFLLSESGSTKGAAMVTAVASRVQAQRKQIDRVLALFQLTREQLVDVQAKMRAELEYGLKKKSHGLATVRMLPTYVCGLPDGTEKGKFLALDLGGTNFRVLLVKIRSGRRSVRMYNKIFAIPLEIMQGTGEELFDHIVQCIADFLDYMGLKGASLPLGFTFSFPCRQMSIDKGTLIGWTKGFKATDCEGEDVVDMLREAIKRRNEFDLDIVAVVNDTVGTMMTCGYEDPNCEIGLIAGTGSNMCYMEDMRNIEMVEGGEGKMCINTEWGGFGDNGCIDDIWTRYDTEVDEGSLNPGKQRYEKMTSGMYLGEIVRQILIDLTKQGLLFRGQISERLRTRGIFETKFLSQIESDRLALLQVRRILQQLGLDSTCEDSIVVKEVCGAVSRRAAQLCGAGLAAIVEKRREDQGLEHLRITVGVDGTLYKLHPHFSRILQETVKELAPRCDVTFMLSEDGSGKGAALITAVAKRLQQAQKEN
#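 Test system: Recombinant HKDC1 (HK5) hexokinase enzyme, produced in-house | Input: HKDC1 at 5 µg/mL | Buffer or medium: Tris pH 8.0 buffer with MgCl2, Tween-20, BSA, BME | Schedule: 90 min reaction incubation at room temperature, dark | Technique: Resazurin-to-resorufin fluorescence via G6PDH and diaphorase coupling, 525/613 nm | Controls: DMSO wells with and without enzyme mix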
# PfGluPho inh = PfG6PD (Plasmodium falciparum) enzyme inhibition | PfGluPho enzyme, NADPH resazurin-diaphorase fluorescence | inhibition, % at 20 µM | 350,000 tested, 0.78% active | AID 504690;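 active means inhibition reaching at least a set limit at 20 µM in the primary screen, cut at about 59% in these data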;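 further: 0% = DMSO wells with substrate and 100% = DMSO wells lacking glucose-6-phosphate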
# SENP8 block-2 = SENP8 (human) protease inhibition. AID 602440. recombinant SENP8, Nedd8 substrate fluorescence. 360,000 tested, 0.64% active. inhibition, % at 20 µM. Q96LD8; in the data active means inhibition mostly above about 40%, no sharp cut-off; inactive means mostly below about 27%
# SENP1 inh = inhibitors of human SENP1 SUMO protease catalytic domain; Q9P0U3; recombinant SENP1 catalytic domain, CyPet-SUMO1-YPet FRET cleavage; inhibition, % at 10 µM; 360,000 tested, 0.21% active; AID 624204;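 active means inhibition at least 30% at 10 µM, raw YFP signal under a set limit, fluorescence ratio 0.5 to 1.5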;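 further: 0% = enzyme with DMSO and 100% = no enzyme wells; some results filed as inactive read as strong as hits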
#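 Test system: human SENP1 catalytic domain; medium: Tris pH 8 buffer plus EDTA, NaCl, BME, BSA, NP40, catalase; incubation: 50 min reaction at room temperature; technique: FRET, CFP and YFP emission; controls: no-enzyme low control and enzyme-plus-DMSO high control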
# Numbers without * were called inactive; i = inactive; nt = not tested or not shown. Compounds were not picked by outcome; 3.6% or so of the library scored in one or more.
SMILES,Apaf1 inhib,SENP6 inh,SENP8 block-1,SENP7 block,HKDC1 inhibitor,PfGluPho inh,SENP8 block-2,SENP1 inh
CCN(CC(=O)NCc1cccs1)C(=O)c1ccc(NS(=O)(=O)c2ccc(F)cc2)cc1,10,-10,-12,-1,0,-7,15,2
O=C(Cn1cnc2ccccc2c1=O)NNC(=O)c1ccccc1,-8,-15,2,-3,-5,-4,30,1
CCSc1nc2ccccc2n1CC(=O)N1CCOCC1,-19,-7,-7,12,-8,11,7,0
CCN(C(=O)CSc1cc(C)c2ccc(OC)cc2n1)C1CCS(=O)(=O)C1 (configuration not stated),-13,-5,-4,-2,-2,-1,-14,-2
O=C(CCSc1nnc2ccccn12)Nc1ccc2c(c1)OCO2,0,-26,4,-2,-12,57,-187,1
CC(C)Oc1ccc(CNC(=S)Nc2ccccc2)cc1Cl,11,6,10,-4,0,-4,-6,2
CC(C)C(OC(=O)CN1C(=O)c2ccccc2C1=O)C(=O)NC1CCCC1 (configuration not stated),-8,-18,-1,-8,-6,-6,-5,0
C=CCN(CC(=O)NC1CCS(=O)(=O)C1)S(=O)(=O)c1ccccc1C(F)(F)F (configuration not stated),2,-17,-7,-5,-12,-5,5,-1
COc1ccccc1Oc1coc2c(CN3CCOCC3)c(O)ccc2c1=O,-7,3,-1,6,-3,-18,-450,0
CC1CC(C)CN(CCCNC(=O)C2CCN(S(=O)(=O)N3CCCCC3)CC2)C1 (configuration not stated),1,19,-4,101*,-11,-2,10,-2
Cc1ccccc1C(=O)Oc1ccc(-c2csnn2)cc1,5,5,2,25,0,13,13,3
Cc1ccn2c(/C=N/OCc3cccc(F)c3)c(-c3ccc(Cl)cc3)nc2c1,20,-8,-2,-3,1,8,i,1
Cc1ccc2c(CSc3nnnn3C)cc(=O)oc2c1,0,14,5,0,-10,16,-15,0
O=C(CSc1nc2ccccc2c(=O)[nH]1)Nc1ccc(C(=O)O)cc1,-7,-9,-5,-2,0,-9,2,2
CCOc1ccc(OCc2ccc(C(=O)Nc3ccc(Cl)cn3)o2)cc1,5,1,-6,7,-5,18,-158,-37
CC1=NNC(=O)C1CCC(=O)N/N=C/c1ccc(C)cc1 (configuration not stated),-17,17,-3,6,-8,3,nt,nt
CC1CCC(N2CCN(S(C)(=O)=O)CC2)CC1 (configuration not stated),3,6,-2,-3,-1,-10,11,1
O=C(CN1CCN(Cc2ccc3c(c2)OCO3)CC1)Nc1cc(S(=O)(=O)N2CCCC2)ccc1Cl,10,7,5,3,4,-9,12,-2
CCc1cc(C(=O)NNC(=S)NC(C)c2ccccc2)cs1 (configuration not stated),-1,11,7,14,0,-6,13,1
O=C(Nc1ccncc1)c1ccc(NS(=O)(=O)c2cccc(F)c2)cc1,6,-3,-5,8,-2,-9,8,0
CCOc1ccc(N2CC(C(=O)Oc3ccccc3)CC2=O)cc1 (configuration not stated),-13,-11,-9,-6,-17,-5,11,2
CCN1C(=O)C(=O)N(CC(=O)c2[nH]c(C)c(C(C)=O)c2C)C1=O,-6,3,6,-7,-3,5,3,9
O=C(Nc1ccc(S(=O)(=O)N2CCOCC2)cc1)C1COc2ccccc2O1 (configuration not stated),2,13,1,3,-2,9,18,-1
COc1cc(OC)c(C(=O)OCC(=O)Nc2c(C)n(C)n(-c3ccccc3)c2=O)cc1OC,12,-24,-13,-9,-2,-12,15,0
Fc1ccc(-c2csc(/C=C/c3ccc4c(c3)OCO4)n2)cc1,9,39,7,18,-9,-4,-395,0

# Some of the entries so far, as labelled records:
CC1CCC(N2CCN(S(C)(=O)=O)CC2)CC1 (configuration not stated)
  Apaf1 inhib: 3	SENP6 inh: 6	SENP8 block-1: -2	SENP7 block: -3	HKDC1 inhibitor: -1	PfGluPho inh: -10	SENP8 block-2: 11	SENP1 inh: 1
O=C(CN1CCN(Cc2ccc3c(c2)OCO3)CC1)Nc1cc(S(=O)(=O)N2CCCC2)ccc1Cl
  Apaf1 inhib: 10	SENP6 inh: 7	SENP8 block-1: 5	SENP7 block: 3	HKDC1 inhibitor: 4	PfGluPho inh: -9	SENP8 block-2: 12	SENP1 inh: -2
CCc1cc(C(=O)NNC(=S)NC(C)c2ccccc2)cs1 (configuration not stated)
  Apaf1 inhib: -1	SENP6 inh: 11	SENP8 block-1: 7	SENP7 block: 14	HKDC1 inhibitor: 0	PfGluPho inh: -6	SENP8 block-2: 13	SENP1 inh: 1

# The list continues.
SMILES,Apaf1 inhib,SENP6 inh,SENP8 block-1,SENP7 block,HKDC1 inhibitor,PfGluPho inh,SENP8 block-2,SENP1 inh
CC1(C)CC(NS(=O)(=O)c2ccc(Cl)cc2)CC(C)(C)N1,4,-5,16,4,-6,-17,9,-1
CCOC(=O)C1(Cc2cccc(OC)c2)CCCN(C(=O)c2ccc(OC)o2)C1 (configuration not stated),-9,6,6,1,-9,3,12,-3
COc1ccccc1N1CCN(S(=O)(=O)CCNC(=O)C2CC(=O)N(c3ccccc3)C2)CC1 (configuration not stated),-2,14,-4,-1,-1,4,8,2
CCN(C(=O)COn1nnc2ccc(S(=O)(=O)N(C)C)cc21)C1CCS(=O)(=O)C1 (configuration not stated),-5,-15,-6,-14,-10,-13,5,0
CC(NC(=O)/C=C/c1ccco1)c1nc2ccccc2n1Cc1cccc(Cl)c1 (configuration not stated),10,0,1,3,2,4,10,-7
C/C(=N\NC(=O)c1ccc(OC2CCCC2)cc1)c1ccc(C)s1,-3,-14,6,-2,-6,-6,13,-3
Cc1ccc(OCCCCNC2CCCC(C)C2C)c(C)c1 (configuration not stated),1,-6,0,-5,-3,4,12,2
COc1ccc2c(c1)c1nc(SCC(C)C)n(CCO)c(=O)c1n2C,0,2,3,1,-2,1,-374,0
Cc1ccc(NC(=O)c2sc(Cl)nc2C)c(C)c1,-12,0,-2,8,-6,-1,4,3
Oc1ccc2ccccc2c1CNc1ccccn1,1,-1,7,6,14,-1,12,2
O=C(NCC1COc2ccccc2O1)c1ccc(-n2cncn2)c([N+](=O)[O-])c1 (configuration not stated),7,-6,-10,8,-1,-5,11,0
CC1=C([N+](=O)[O-])C(c2ccc3c(c2)OCO3)N(C)C(=O)N1C (configuration not stated),3,-1,1,1,-1,-7,20,3
O=C(COc1ccc(F)cc1)Nc1nnc(C2CC2)s1,29,-14,0,1,-3,-4,4,-1
COc1ccc(C(=O)N(CCc2ccccc2)Cc2ccccc2)c(OC)n1,26,5,1,-4,4,0,4,2
COc1ccccc1-c1nnc(C2CCN(S(=O)(=O)c3ccc([N+](=O)[O-])cc3)CC2)o1,16,-7,3,-12,0,3,11,3
CCOc1ccc(CCNC(=O)COC(=O)COc2ccc(C(=O)CC)cc2)cc1OCC,1,-1,1,-2,-2,-1,6,1
CCCCOc1cccc(C(=O)Nc2ccc(N3CCN(CC)CC3)cc2)c1,-1,43,14,19,-1,-1,25,2
COc1ccc(/C=C/c2nc(-c3ccccc3)cc(=O)[nH]2)cc1,18,-2,-5,7,-4,4,-307,-2
Clc1ccc(N/N=C/c2cccs2)nn1,-3,-19,-9,4,-3,18,18,-6
CCOC(=O)N/N=C/c1cn(Cc2ccc(F)cc2)c2ccccc12,-16,-20,-10,-2,-3,-20,29,-2
COc1ccc(CNC(=O)C(c2ccco2)N(C(=O)Cc2cccs2)c2cccnc2)cc1 (configuration not stated),-6,7,3,6,-6,4,1,2
CCCNC(=O)c1onc(CSc2ccc(Cl)cc2)c1C(=O)NCC1CC1,8,10,7,7,2,2,11,2
C=CCOc1ccc(C2N3CC4(C)CN2CC(CCC)(C3)C4=O)cc1 (configuration not stated),10,-8,5,5,-2,14,16,-2
CCN(CC)CCOc1ccc2nc(N(C)C)sc2c1,2,-17,-11,-6,3,4,12,1
Cc1oc(-c2ccoc2)nc1CN(CC1CCC(=O)N1)C(C)C (configuration not stated),1,10,3,-3,-3,3,7,-19

# Some entries already given, showing only SENP7 block, PfGluPho inh and SENP8 block-2:
molecule | SENP7 block | PfGluPho inh | SENP8 block-2
Cc1oc(-c2ccoc2)nc1CN(CC1CCC(=O)N1)C(C)C (configuration not stated) | -3 | 3 | 7
Cc1ccc(OCCCCNC2CCCC(C)C2C)c(C)c1 (configuration not stated) | -5 | 4 | 12
O=C(NCC1COc2ccccc2O1)c1ccc(-n2cncn2)c([N+](=O)[O-])c1 (configuration not stated) | 8 | -5 | 11

# One compound at a time, from the list above. Order of values: Apaf1 inhib, SENP6 inh, SENP8 block-1, SENP7 block, HKDC1 inhibitor, PfGluPho inh, SENP8 block-2, SENP1 inh
# Entry for CC(C)Oc1ccc(CNC(=S)Nc2ccccc2)cc1Cl → 11, 6, 10, -4, 0, -4, -6, 2
# Entry for Cc1ccc(OCCCCNC2CCCC(C)C2C)c(C)c1 (configuration not stated) → 1, -6, 0, -5, -3, 4, 12, 2
# Entry for COc1ccc2c(c1)c1nc(SCC(C)C)n(CCO)c(=O)c1n2C → 0, 2, 3, 1, -2, 1, -374, 0
# Entry for CC(NC(=O)/C=C/c1ccco1)c1nc2ccccc2n1Cc1cccc(Cl)c1 (configuration not stated) → 10, 0, 1, 3, 2, 4, 10, -7

# Structures above printed as active in SENP7 block.
compound | SENP6 inh | SENP7 block | HKDC1 inhibitor | PfGluPho inh | SENP1 inh
CC1CC(C)CN(CCCNC(=O)C2CCN(S(=O)(=O)N3CCCCC3)CC2)C1 (configuration not stated) | 19 | 101* | -11 | -2 | -2

# Next section.
SMILES,Apaf1 inhib,SENP6 inh,SENP8 block-1,SENP7 block,HKDC1 inhibitor,PfGluPho inh,SENP8 block-2,SENP1 inh
COc1cc(C(=O)Nc2nc3ccccc3s2)ccc1OCc1c(C)noc1C,9,-1,4,3,-8,0,-167,3
COC(C)(C)[C@]12CC(O)(c3ccccc3)ON1[C@H]1CCCCC1N2O (some centres not stated),-11,-9,0,-1,-4,-6,7,2
Cc1ccc2nc(NCC(=O)NN)nc(-c3ccccc3)c2c1,2,6,0,5,0,-2,-416,-55
O=C(Cc1n[nH]c(=O)c2ccccc12)N/N=C/c1cc2c(cc1Cl)OCO2,9,-9,-3,11,2,-13,-17,1
C#CCOCCOCCOCCNc1nc(N2CCN(C(=O)[C@H]([C@@H](C)CC)n3cc([C@@H](N)CC(C)C)nn3)CC2)nc(N2CCN(C(=O)[C@H](Cc3cc4ccccc4[nH]3)n3cc([C@@H](N)CC(C)C)nn3)CC2)n1,58*,-15,7,-8,nt,nt,nt,nt
O=C(NCC(=O)N1CCN(c2ccc(C(F)(F)F)cn2)CC1)c1ccc(Br)o1,-8,-9,3,-4,7,16,-29,1
COCc1cc(C)nc(Sc2nc3c(c(=O)n(C)c(=O)n3C)n2C)c1C#N,14,-3,-8,-3,-1,8,-10,-38
